Bioassay records deposited in PubChem by several laboratories.
Autophagy mod = autophagy modulation, high-content screen; MEF GFP-LC3 puncta imaging; test concentration mostly 10 µM; calls only at 10 µM (by protocol); 0.98% of 190,000 active; AID 463193;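 active means percentage of spot-positive cells more than 3 SD above its plate mean, without a fluorescence outlier flag or 80% toxicity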;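 further: spot-positive cell cutoff set from DMSO-treated cells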
b-catenin transl = modulators of beta-catenin nuclear translocation | HeLa beta-catenin nuclear translocation, immunofluorescence imaging | nuclear translocation activity, % at 5 µM | 0.3% of 190,000 active;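 active means nuclear translocation activity above 50% at 5 µM, with a well cell count of 50 or more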;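 further: per-cell ratio of nuclear to cytoplasmic median beta-catenin stain intensity; plate controls were DMSO negative control for no effect and GSK-3 inhibitor IX positive control for full effect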
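Test system: human HeLa cell line; Doses: 5 µM primary, 0.02–20 µM confirmation; Incubation: 24 h compound exposure, 37°C; Detection: beta-catenin immunofluorescence imaging with DAPI; Read-out: beta-catenin nuclear/cytoplasmic ratio, % activation.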
Yfh1-off respiration = mitochondrial function rescue without frataxin homolog – Friedreich's ataxia, plus single-dose screen, dose response (AID 1465); S. cerevisiae Yfh1-off respiration, WST-1 reduction, 72 h; higher fold induction means a stronger effect; one-dose fold induction at 50 µM; EC50 in µM for titrated hits; 0.074% of 220,000 active;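 active means fold induction of absorbance versus untreated yeast above a set limit, then at least 30% activation at any dose in follow-up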;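 further: activators that raise dye reduction in frataxin-depleted yeast; strong numbers were not always called active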
PMI inhibition = MPI inhibition at elevated mannose 6-phosphate – biochemical, fluorescence intensity, high mannose 6-phosphate, primary screen (AID 1220); 0.66% of 190,000 active; inhibition, % at 20 µM; hits with a dose series show IC50 in µM; recombinant PMI enzyme, coupled fluorescence intensity; higher % means a stronger effect
WT yeast gro inh = growth inhibition of WT yeast, mitochondrial fusion screen; 2.1% of 190,000 active; inhibition, % at 10 µM; AID 1362; mitochondrial fusion phenotypic screen, WT strain; in the data active means inhibition above about 58%; tested in S. cerevisiae
MT stabilizer = microtubule stabilization, imaging screen. 0.83% of 200,000 active. % tubulin-high responders, % at 10 µM. HeLa tubulin immunostaining HCS, 24 h; share of cells brighter than vehicle mean+2SD;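 active means plate Z-score above 3 for both tubulin-high and condensed-nucleus cell shares, with cell loss under 80%, at 10 µM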;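 further: anti alpha tubulin signal scored within the nucleus-defined area of each cell; some results filed as inactive read as strong as hits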
Dynein cargo inh = blocks dynein driven cargo transport along microtubules; 3617.4 mouse cells, GR-EGFP nuclear translocation imaging; test concentration mostly 20 µM; stimulated with dexamethasone, 1 µM; hits give low values; z-score, hits read low; 0.47% of 220,000 active;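 active means plate z-score of nuclear minus cytoplasmic receptor signal below a set negative limit, without overly bright fluorescence or cell loss, cut at about -3.5 in these data, passing the limit was not always enough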;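 further: z-score of nuclear minus cytoplasmic ring GR-EGFP intensity difference per well; some compounds called inactive have numbers as strong as hits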
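Buffer or medium: tet-free, stripped-serum medium; reagent: dexamethasone at 1.0 µM final, 30 min; incubation: 48 h induction, 1 h compound, 30 min dex at 37 °C; measured by: formaldehyde fixation, Hoechst nuclear stain, 10x automated fluorescence imaging; read-out: nuclear-to-cytoplasmic GR-EGFP distribution per well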
PMI inhibitors = inhibitors of human PMI, primary screen, biochemical, fluorescence intensity, coupled assay (AID 1209). purified PMI enzyme, coupled fluorescence intensity; higher % means a stronger effect. inhibition, % at 20 µM; hits with a dose series show IC50 in µM. 0.42% of 190,000 active;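 further: plate controls were DMSO vehicle for no effect and wells lacking substrate for full effect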
Ins promoter up = MIN6 insulin promoter up-regulation | MIN6 insulin promoter-GFP reporter, high-content imaging; hits give high values | z-score at 5 µM | 0.3% of 190,000 active;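 active means z-score above 3 at 5 µM with at least 500 cells counted in the well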
WT yeast gro inh mutant strain = also measured in WT yeast gro inh; calls as there; inhibition, %; mitochondrial fusion phenotypic screen, mutant strain inhibition
Dynein cargo inh cytoplasmic EGFP = also measured in Dynein cargo inh; calls as there; z-score; measured here: cytoplasmic GR-EGFP intensity; hits give high values
Dynein cargo inh nuclear GR-EGFP = recorded beside Dynein cargo inh, whose call it bears; z-score; measured here: nuclear GR-EGFP intensity;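 lower value marks the stronger effect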
Dynein cargo inh cell count = also measured in Dynein cargo inh; calls as there; z-score; measured here: cell count per field
Ins promoter up cell count = second read-out of Ins promoter up, no call of its own (marks repeat the call); cell count; measured here: cytotoxicity, nuclei count;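 total cells summed across four imaged fields per well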
b-catenin transl cell count 5 µM = recorded beside b-catenin transl, whose call it bears; cell count; measured here: cell count, cytotoxicity flag
MT stabilizer Hoechst-high % = second read-out of MT stabilizer, no call of its own (marks repeat the call); % Hoechst-high responders; measured here: nuclear condensation Hoechst responders;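 share of cells brighter than vehicle mean plus two SD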
MT stabilizer cytotoxicity % = further read-out of MT stabilizer, marked with its call; toxicity, %; measured here: cytotoxicity by cell density;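 0% = mean cell density of plate MIN control wells and 100% = no cells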
Autophagy mod cell loss 18 h = also measured in Autophagy mod; calls as there; toxicity, %; measured here: cell loss, nuclei count;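 cell loss after 18 h compound exposure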
* hit, by the source's call; i = inactive; . = no result given. Unless noted, no stated cut-off is given here; in the data, active means inhibition above about 50%; inactive means the rest.

SMILES | Autophagy mod | Autophagy mod cell loss 18 h | b-catenin transl | b-catenin transl cell count 5 µM | Yfh1-off respiration | PMI inhibition | WT yeast gro inh | WT yeast gro inh mutant strain | MT stabilizer | MT stabilizer Hoechst-high % | MT stabilizer cytotoxicity % | Dynein cargo inh | Dynein cargo inh cytoplasmic EGFP | Dynein cargo inh nuclear GR-EGFP | Dynein cargo inh cell count | PMI inhibitors | Ins promoter up | Ins promoter up cell count
CC1=C(OC(=O)c2ccc(Br)cc2)C(C)(C)C(c2ccccc2)OC1=O (stereo unspecified) | i | 6 | . | . | i | 2% | -12 | 3 | 0.9 | 1.3 | 8.3 | -1.1 | -0.07 | -0.4 | 1.1 | -2% | . | .
COC(=O)c1ccc(C(=O)Nc2ccc(C(C)C)cc2N)cc1 | i | 4 | 1.5 | 1116 | i | -3% | -9 | -10 | 7.1 | 0.9 | 2.9 | -0.047 | 0.9 | -0.013 | 0.23 | -4% | -0.85 | 1259
COc1ccc(N(CC(=O)N2CCN(c3cccc(C)c3)C(C)C2)S(=O)(=O)c2c(C)n[nH]c2C)cc1 (stereo unspecified) | i | -3 | 0.8 | 1095 | i | 16% | -10 | -15 | 4.4 | 2.9 | 10 | 0.79 | -0.23 | 0.03 | 0.12 | 11% | -0.64 | 1238
COc1cccc(C2C3(C#N)C(N)=NC(OC)(OC)C23C#N)c1 (stereo unspecified) | i | 0 | -1.4 | 1414 | i | 1% | 8 | 4 | 1.4 | 1.8 | 0.2 | -0.83 | -0.11 | -1 | 0.15 | 4% | 0.12 | 1576
CCOC(=O)c1nnc(-c2ccccc2)nc1NCc1ccc(Cl)cc1 | i | 3 | . | . | i | 4% | 10 | 3 | 1.1 | 1.6 | 7.2 | 0.19 | -0.23 | -0.29 | -0.092 | 9% | . | .
O=C(CCCn1c(=O)[nH]c2ccsc2c1=O)N1CCCCC1 | i | 4 | 0.6 | 1448 | i | 1% | -1 | 7 | 3.1 | 3.1 | 4.4 | -0.46 | -0.35 | -0.18 | 0.17 | -11% | -0.28 | 1512
CCCCC(=O)Nc1ccccc1N1CCOCC1 | i | 11 | -6.5 | 1104 | i | 5% | -4 | 13 | 5.0 | 2.4 | 9.2 | 0.84 | -0.2 | 0.72 | 0.04 | -1% | -0.07 | 1272
COC(=O)C(CCSC)NC(=O)c1cc2c(n(-c3ccc(C)cc3)c1=O)CCCC2=O (stereo unspecified) | i | 6 | -2.9 | 991 | i | 14% | -8 | -25 | 1.9 | 1.8 | 7.3 | 0.56 | -0.19 | -0.029 | 0.058 | 9% | 0.72 | 1654
CCC1CCCCN1c1ccc([N+](=O)[O-])cc1/C=N/NC(=O)Cn1c2ccccc2c(=O)c2ccccc21 (stereo unspecified) | i | -7 | -4.6 | 1146 | i | -10% | -6 | -5 | 2.0 | 1.5 | 7.3 | -0.058 | 0.55 | 0.45 | -1.7 | -6% | -2.3 | 538
Cc1ccc2nc(NC(=O)C3CCCN(S(=O)(=O)c4cccnc4)C3)sc2c1 (stereo unspecified) | i | -9 | 1.0 | 1122 | i | 10% | 6 | -1 | 3.2 | 2.2 | 1.2 | -1.2 | -0.14 | -0.22 | -0.43 | 14% | -0.8 | 1829
CN(C)/C=C/C(=O)c1ccc(Oc2ncccn2)cc1 | i | 14 | 0.7 | 1445 | i | 7% | -1 | 0 | 4.4 | 1.9 | 4.9 | -0.053 | -0.24 | 0.12 | 0.35 | 4% | . | .
CCC(=Nc1ccccc1)C1=C(O)CCCC1=O | . | . | -0.4 | 1190 | i | . | . | . | . | . | . | 0.14 | -0.23 | 0.012 | 0.03 | . | -0.16 | 1116
CN1CCN(c2nc3c(c(=O)n(C)c(=O)n3C)n2CCSc2nnnn2-c2ccccc2)CC1 | . | . | 0.1 | 1323 | i | . | . | . | . | . | . | -0.24 | -0.22 | -0.16 | -0.0057 | . | -0.2 | 1137
Cc1ccc(S(=O)(=O)N2CCCCC2C(=O)N2CCN(C)CC2)cc1 (stereo unspecified) | i | -1 | -3.6 | 1160 | i | -30% | 11 | -13 | 1.2 | 1.0 | 2.7 | -0.051 | -0.27 | 0.12 | 0.37 | -16% | . | .
CCOc1cc(CNn2nnnc2N)ccc1OCC(=O)NC(C)(C)C | i | -1 | -0.4 | 550 | i | -7% | 8 | 5 | 3.8 | 2.0 | 5.5 | 0.072 | -0.27 | 0.013 | 1 | -6% | . | .
COc1ccccc1-n1c(N)c(C(=O)NCC2CCCO2)c2nc3ccccc3nc21 (stereo unspecified) | i | 10 | 3.2 | 494 | i | -18% | 5 | -11 | 3.1 | 2.7 | 11 | -1.3 | -0.16 | -0.32 | -0.036 | -12% | . | .
CC(Sc1nnnn1C)C(=O)NC(=O)NC1CCCCC1 (stereo unspecified) | i | -8 | -1.0 | 1148 | i | 11% | -9 | -7 | 5.2 | 1.9 | 5.3 | -0.14 | -0.36 | -0.62 | 0.45 | 3% | 0.11 | 1269
O=[N+]([O-])c1cccc(-n2cccc2/C=N/Nc2nc(N3CCCCC3)nc(N3CCCCC3)n2)c1 | i | -13 | 1.3 | 1123 | i | -5% | 7 | -17 | 2.6 | 3.2 | 6.0 | -1.1 | -0.019 | -0.52 | 0.98 | -28% | 0.19 | 1046
CCCCNc1cc(=O)oc2ccccc12 | i | -3 | -1.7 | 1353 | i | -1% | 5 | 5 | 2.3 | 1.6 | 6.0 | 0.49 | -0.24 | -0.67 | 0.14 | -1% | -0.28 | 1613
CC(C)C(=O)NNC(=O)CSc1nc(C2CCCCC2)nc2ccccc12 | i | -1 | -1.0 | 1132 | i | -14% | 1 | 21 | 2.5 | 1.5 | 5.5 | 0.98 | -0.23 | 1 | -1.5 | -6% | -0.48 | 1470
CCC(=O)c1ccc(OC(=O)c2cnccn2)cc1 | i | 13 | -1.9 | 1067 | i | -22% | 4 | 16 | 1.2 | 1.7 | 11 | -0.96 | -0.19 | -0.7 | 0.86 | -34% | 0.21 | 1359
O=c1oc2ccccc2c(Nc2cccc(O)c2)c1[N+](=O)[O-] | i | 8 | 2.4 | 1223 | i | -10% | . | . | 1.5 | 1.0 | 5.1 | 1.9 | 0.011 | 0.97 | -0.24 | 13% | -0.54 | 889
COc1ccc2c(c1)NC(=O)CC(c1ccccc1)=N2 | i | -8 | . | . | i | 2% | 1 | 7 | 1.0 | 2.1 | 8.7 | -0.18 | 0.83 | -0.2 | 0.5 | -5% | . | .
O=C(CNCCC1=CCCCC1)Nc1ccc(N2CCCCCC2)cc1 | i | -15 | 1.7 | 1420 | i | 17% | 88 | 93 | 46 | 5.4 | 48 | 0.5 | -0.09 | 0.41 | 0.042 | 24% | -1.5 | 722
COc1ccc(-c2nc(N3CCCC3)[nH]c(=O)c2C#N)cc1 | i | 4 | -2.4 | 545 | i | -6% | 2 | 2 | 3.2 | 1.6 | 8.5 | -0.33 | -0.14 | 0.35 | 1.6 | -15% | . | .

The list goes on:
SMILES | Autophagy mod | Autophagy mod cell loss 18 h | b-catenin transl | b-catenin transl cell count 5 µM | Yfh1-off respiration | PMI inhibition | WT yeast gro inh | WT yeast gro inh mutant strain | MT stabilizer | MT stabilizer Hoechst-high % | MT stabilizer cytotoxicity % | Dynein cargo inh | Dynein cargo inh cytoplasmic EGFP | Dynein cargo inh nuclear GR-EGFP | Dynein cargo inh cell count | PMI inhibitors | Ins promoter up | Ins promoter up cell count
Cc1cc(C(=O)OCC(=O)NCCc2ccccc2)c(C)o1 | i | -4 | 1.1 | 1178 | i | 8% | -7 | -4 | 1.4 | 1.6 | 8.9 | -0.8 | 1 | -0.28 | 0.72 | 6% | 0.1 | 1399
COc1ccc2nc(NC(=O)c3sc4nc(C)cc(C)c4c3N)sc2c1 | . | . | 1.3 | 1322 | i | . | . | . | . | . | . | 2.1 | -0.18 | 1.6 | -1 | . | -0.48 | 1389
CCCCC1(C(=O)OCC)CC(CN2CCOCC2)OC1=O (stereo unspecified) | . | . | -1.5 | 1092 | i | -14% | -4 | 19 | . | . | . | . | . | . | . | -3% | 0.62 | 1170
Cc1ccccc1S(=O)(=O)NC1OC(=O)C(Oc2ccccc2)=C1Br (stereo unspecified) | i | -5 | -1.4 | 1087 | i | -2% | -15 | 29 | 3.0 | 2.5 | 7.6 | 0.048 | -0.3 | -0.055 | 0.63 | -1% | 0.12 | 1432
CC1CN(C(=O)c2ccn(C)n2)CC(C)O1 (stereo unspecified) | i | -8 | . | . | i | 11% | -5 | -10 | 3.0 | 2.7 | 5.3 | 0.59 | -0.33 | -0.09 | -0.019 | 8% | 0.42 | 1201
Cc1nc2cc(N)ccc2n1C1CCCCC1 | i | -4 | 0.1 | 1004 | i | -15% | -9 | 11 | 1.9 | 1.0 | 0.4 | 0.79 | -0.25 | 0.42 | 0.53 | -27% | 0.18 | 1454
CC(=O)C1C(c2ccc(F)cc2)NC(=O)NC1(O)C(F)(F)F (stereo unspecified) | i | -17 | 3.2 | 1412 | . | 2% | 29 | 23 | 4.2 | 2.3 | 1.1 | -0.45 | -0.32 | -0.12 | 0.16 | -1% | 0.1 | 1408
O=C(Cc1ccccc1)c1c[nH]c(C(=O)NCCCn2ccnc2)c1 | i | 7 | 0.3 | 1013 | i | -12% | -20 | -9 | 2.4 | 1.9 | 6.3 | -0.063 | -0.16 | -0.087 | -0.73 | -11% | -0.34 | 1093
